Screening results (PubChem)
NR2F2 inh: blocks human COUP-TFII nuclear receptor | HEK293T NGFI-A luciferase reporter, luminescence | inhibition, % at 8.6 µM | 0.7% of 370,000 active | AID 686940 | P24468;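 active = inhibition above a per-plate cutoff, mean inhibition of test wells between control levels plus 3 SD, cut at about 38% in these data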;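 also: cells cotransfected with COUP-TFII expression vector driving the NGFI-A reporter; 0% = median of COUP-TF2 test wells and 100% = reporter-only cells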
TLR9-MyD88 block: blocks human TLR9 binding to MyD88 | Q9NR96+Q99836 | CHO BLA complementation TLR9-MyD88, CCF4 FRET ratio | inhibition, % at 4.98 µM | 0.21% of 340,000 active;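 active = inhibition above the mean over all tested compounds plus 3 SD, cut at about 21% in these data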;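 also: 0% = DMSO only wells and 100% = clavulanate BLA inhibitor control wells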
TWEAK-Fn14 inh: inhibitors of TWEAK-Fn14 interaction signaling; TWEAK-stimulated Fn14 reporter cells, luciferase luminescence, 8 h; inhibition, % at 10 µM; 2% of 360,000 active; AID 1159606; in the data active = inhibition above about 50%
TROY NFkB inh: inhibitors of TROY-dependent NF-kB signaling; Q293 LMP1-TROYcd NF-kB luciferase reporter, 4 h; inhibition, % at 10 µM; 0.98% of 360,000 active; AID 1347056;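 active = compounds whose plate-normalised and pattern-corrected inhibition of the luciferase reporter signal at the single screening dose is 50% or more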
NCOA1 inh: inhibits human SRC1 coactivator; Q15788; HEK293 GAL4-SRC1 luciferase reporter, luminescence; inhibition, % at 3.6 µM; 0.12% of 360,000 active;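 active = inhibition above the campaign mean plus 3 SD, with each screening campaign given its own cutoff, cut at about 60% in these data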;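 also: 0% = DMSO treated cells and 100% = gossypol at 36 µM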
TRAIL sens C8: caspase-8 TRAIL sensitization; NB7+C8 cells + TRAIL, ATPlite viability luminescence; inhibition (viability loss, TRAIL sensitization), % at 10 µM; 1% of 360,000 active;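 active = compounds causing at least 50% loss of cell viability in the single-dose screen, relative to plate controls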
SRC3 inh: inhibits human SRC3 coactivator. inhibition, % at 3.6 µM. 0.17% of 360,000 active. HEK293 GAL4-SRC3 luciferase reporter, luminescence. AID 588352;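 active = inhibition above a per-campaign cutoff, the mean of all compounds plus 3 SD, cut at about 60% in these data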;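 also: 0% = DMSO-treated cells and 100% = gossypol-treated cells at 36 µM; higher means less SRC3-driven luciferase light from the GAL4 reporter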
NOD2-RIPK2 inh: blocks binding of human NOD2 to RIPK2 | O43353 | CHO BLA complementation NOD2-RIPK2, CCF4 ratio | inhibition, % at 4.98 µM | 0.38% of 360,000 active | AID 624267; in the data active = inhibition above about 21%;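 also: 0% = vehicle only and 100% = reference blocker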
NCOA2 inhibitor: inhibits human steroid receptor coactivator 2; HEK293 GAL4-SRC2 luciferase reporter, luminescence; 0.17% of 370,000 active; Q15596; inhibition, % at 9 µM;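 active = inhibition above the mean inhibition of all tested compounds plus 3 SD, set per campaign, cut at about 52% in these data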;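 also: 0% = DMSO treated cells and 100% = cells given Gossypol at 36 µM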
LMP1 NFkB inh: inhibitors of Epstein-Barr LMP1-induced NF-kappaB reporter | LMP1-induced NF-kappaB luciferase reporter cells, luminescence | inhibition, % at 12.5 µM | 0.69% of 350,000 active; in the data active = inhibition above about 41%;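 also: 0% = neutral control wells and 100% = reference inhibitor control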
NR5A2 inv ag: suppresses constitutive activity of human LRH-1; inhibition, % at 3.6 µM; AID 602396; 0.13% of 360,000 active; O00482; HEK293T StAR-luciferase reporter, LRH-1 transfected, 24 h;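 active = inhibition above the mean inhibition of all tested compounds plus 3 SD, cut at about 73% in these data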;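 also: 0% = DMSO wells and 100% = reporter-only cells lacking LRH-1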
The depositor's hits bear a star; / = not tested or not shown.

Second line of a record – NR2F2 inh | TLR9-MyD88 block | TWEAK-Fn14 inh | TROY NFkB inh | NCOA1 inh | TRAIL sens C8 | SRC3 inh | NOD2-RIPK2 inh | NCOA2 inhibitor | LMP1 NFkB inh | NR5A2 inv ag
Cc1ccc(S(=O)(=O)N2CCN=C2SCc2ccc(Cl)c(Cl)c2)cc1
  11 | -6 | -8 | 1 | 1 | -8 | -4 | -10 | -30 | 4 | -2
O=C(Cn1nnc(-c2ccc(S(=O)(=O)N3CCCC3)cc2)n1)Nc1ccccc1-n1cccc1
  15 | 5 | 0 | 1 | -6 | -2 | 15 | 6 | -4 | -11 | 37
C/C=C\C(=O)Nc1cccc(C2=NOC3(C2)C[C@@H](C(N)=O)N(C(=O)c2ccccc2)C3)c1 (stereo partly specified)
  -11 | -9 | 2 | -4 | -12 | -2 | 0 | -2 | -18 | -1 | -19
Cc1ccc(C(=O)NCC(=O)Nc2ccncc2)s1
  2 | -19 | 7 | 1 | 6 | 0 | -18 | -15 | 22 | -1 | 4
O=C(NCCc1ccccc1)c1cccc(NC(=O)c2ccccc2)c1
  -21 | -10 | -19 | -30 | -5 | -9 | -35 | -10 | -80 | -9 | -37
CC(=O)Nc1nc(-c2cccs2)cs1
  4 | -4 | -2 | -22 | -13 | 3 | -7 | -6 | -17 | -10 | -31
CCOC(=O)N1CCN(C(=O)COc2cc(=O)n(C)c3ccccc23)CC1
  -14 | 5 | -5 | 3 | 3 | -5 | -3 | -6 | -5 | 2 | 9
O=[N+]([O-])c1cccc(S(=O)(=O)NCCc2ccccc2)c1
  -2 | -3 | 3 | 2 | -6 | -7 | -3 | -5 | 11 | -1 | 6
CC(C)CC(CO)N1CCN(C(=O)c2ccc(C(C)(C)C)cc2)CCC1=O (stereo unspecified)
  11 | 4 | -5 | -10 | 4 | -1 | 1 | -1 | -21 | 6 | 19
COc1cc(C(=O)Nc2ccncc2)c([N+](=O)[O-])cc1OC
  -3 | -7 | -25 | -3 | -9 | 3 | 11 | -5 | -12 | -8 | -5
CCCCCNc1nc2sc3c(c2c(=O)n1-c1cccc(Cl)c1)CCN(C)C3
  -1 | -1 | -40 | 0 | 18 | 11 | 26 | 7 | 21 | 1 | -1
O=c1c(O)cccc2cc(O)c(O)c(O)c12
  8 | -1 | 78* | 13 | 3 | 26 | -12 | -3 | 12 | -9 | 12
COc1ncnc(-c2ccccc2)c1-c1ccccc1
  4 | 5 | 11 | -12 | 18 | 19 | 14 | 1 | -7 | 5 | 8
O=C(O)c1ccccc1C(=O)NCc1ccc(F)cc1
  3 | -8 | -4 | 0 | 0 | 7 | -5 | -5 | 10 | -21 | 9
C=CCn1c2ccccc2c2nnc(SC(CC)C(=O)Nc3nc(C)c(C(=O)OCC)s3)nc21 (stereo unspecified)
  -16 | -2 | -33 | -1 | 9 | 44 | -6 | -1 | -19 | 20 | 6
O=c1[nH]nc(-c2ccc[nH]2)[nH]1
  10 | -4 | -1 | -14 | -18 | -3 | 6 | -2 | 12 | 3 | 14
CCOC(=O)N1CCC(n2c(SCC(=O)Nc3ccccc3OC)nc3ccccc3c2=O)CC1
  29 | 3 | 22 | 11 | -5 | 0 | 13 | -5 | 6 | 7 | -19
O=C(Oc1ccccc1C(=O)Oc1ccccc1)c1cccnc1
  14 | -7 | 20 | 12 | -6 | -9 | 2 | -6 | -31 | -4 | 2
Cc1cc(C)cc(C(=O)N2CC(=O)Nc3ccccc32)c1
  -24 | -7 | -11 | 14 | -22 | 14 | 0 | 15 | 16 | 8 | 22
COc1ccc(C(=O)N/C(=C\c2ccc3c(c2)OCO3)C(=O)NCCc2nc3ccccc3[nH]2)cc1
  3 | -6 | -16 | 18 | -40 | -2 | -11 | 10 | -1 | -5 | -7
COc1ccc(CN(C)CC(=O)NC(C)c2ccccc2)c(OC)c1 (stereo unspecified)
  3 | -5 | -21 | 8 | -11 | -2 | -11 | -15 | -1 | -4 | 0
Cc1cc(=O)[nH]c2c(C)cc(S(=O)(=O)NCc3ccccc3)cc12
  -4 | -4 | -2 | 27 | -10 | -12 | 18 | 6 | -2 | 3 | 3
COc1cc(OC)cc(C(=O)NCC2CCCN(Cc3cccc(C(C)=O)c3)C2)c1 (stereo unspecified)
  27 | -3 | -13 | 13 | -8 | -8 | -16 | -3 | -2 | 5 | 8
COc1ccc(OCc2cc(C(=O)N(C)Cc3nccn3C)no2)c2ccccc12
  27 | -13 | -17 | -3 | -4 | -11 | 14 | 6 | -20 | -5 | 17
CCn1c(-c2cccc(Br)c2)n[nH]c1=S
  0 | -2 | 0 | -5 | 8 | 19 | 1 | 2 | 5 | 4 | 17
CCC1CCCCN1S(=O)(=O)c1ccccc1[N+](=O)[O-] (stereo unspecified)
  6 | 9 | 20 | 18 | 6 | -5 | 4 | -4 | -14 | -1 | 2
CC(CCc1ccccc1)NC(=O)N1CCOCC1 (stereo unspecified)
  -14 | 3 | -3 | 1 | -9 | 2 | 8 | -6 | -18 | -2 | 11
Clc1ccc2c(c1)-c1[nH]ncc1CS2
  7 | -4 | 14 | 4 | 5 | 3 | 22 | -10 | -6 | 17 | 0
O=C(OCC(=O)N1CCCCCC1)c1n[nH]c(=O)c2ccccc12
  -14 | -5 | 3 | -8 | -26 | 4 | -2 | -12 | 3 | -1 | 0
CCOc1ccc(C2C(C(=O)c3ccco3)=C(O)C(=O)N2CCCn2ccnc2)cc1 (stereo unspecified)
  -18 | -9 | -11 | -43 | -6 | -9 | -4 | 3 | -28 | 6 | 6

Further entries follow.
Second line of a record – NR2F2 inh | TLR9-MyD88 block | TWEAK-Fn14 inh | TROY NFkB inh | NCOA1 inh | TRAIL sens C8 | SRC3 inh | NOD2-RIPK2 inh | NCOA2 inhibitor | LMP1 NFkB inh | NR5A2 inv ag
O=C(Cc1ccccc1[N+](=O)[O-])OCC(=O)c1c[nH]c2ccccc12
  -26 | -4 | -39 | -39 | -70 | -4 | -51 | -1 | -26 | -26 | -23
Cc1nn(C)c(C)c1/C=C(\C#N)C(N)=O
  -16 | -5 | 5 | 4 | -6 | 7 | 3 | -8 | 16 | -4 | 11
COC(=O)c1ccc(NC(=S)NCCCn2ccnc2)cc1
  5 | -9 | -2 | -12 | -4 | -2 | 2 | -7 | 9 | -8 | 5
COC(=O)c1c(NC(=O)Cc2ccccc2)sc(C)c1C
  4 | -9 | 3 | 0 | 9 | 16 | 12 | 7 | -35 | 7 | 0
O=c1cc(CN2CCN(c3ccc(F)cc3)CC2)c2cc3c(cc2o1)CCCC3
  7 | 2 | -25 | -11 | -7 | 7 | 5 | -8 | 3 | -44 | 5
O=c1[nH][nH]c2c1[C@H](CCc1cccc(Cl)c1)O[C@H](CCc1ccccc1)C2
  -1 | / | -1 | 8 | / | -28 | / | 2 | -15 | / | -9
NC(=O)C1CCCN1Cc1ccc2c(c1)OCO2 (stereo unspecified)
  1 | -10 | 1 | -8 | -10 | 8 | -9 | -8 | -22 | -5 | -19
CN(C)S(=O)(=O)c1cc(NC(=O)CNCc2ccccc2)ccc1Cl
  -22 | -1 | -22 | -4 | -20 | -3 | -11 | -5 | -30 | -5 | -36
CNC(=O)NC(=O)Cn1nc2n(c1=O)-c1ccccc1SC2
  1 | -5 | -8 | 10 | -10 | -33 | 24 | -5 | 3 | 5 | -1
Cc1ccc(-c2nc3ccccn3c2C=O)cc1
  -57 | -2 | -17 | -43 | -70 | 19 | -73 | -8 | -39 | -25 | -57
C/C(=N/N1CCN(Cc2cccc3ccccc23)CC1)c1ccco1
  -5 | 0 | -20 | 19 | 1 | 4 | 4 | 9 | 10 | 14 | 36
c1ccc(COc2ccc(OCCCNC3CCCC3)cc2)cc1
  -35 | -8 | -37 | -31 | -83 | 11 | -13 | -8 | -23 | -18 | -26
CCOC(=O)CNc1c(-c2ccc(O)cc2)nc2ccccn12
  -5 | -2 | 20 | -10 | -6 | 0 | -3 | 4 | -16 | -8 | -15
CC1(C)C[C@H]2C3=CCC4[C@@]5(C)CC[C@H](O)C(C)(C)C5CC[C@@]4(C)[C@]3(C)[C@@H](O)[C@@H](O)[C@@]2(CO)[C@@H](O)[C@@H]1O (stereo partly specified)
  -8 | -8 | -20 | 18 | -6 | -1 | 1 | -10 | 5 | 3 | -12
CC(C)CC1NC(=O)N(CC(=O)N2CCCc3ccccc32)C1=O (stereo unspecified)
  6 | 1 | -16 | -22 | 3 | 9 | -7 | -7 | 1 | 2 | -1
Cc1cc(NC(=O)c2ccco2)ccc1NC(=O)c1ccco1
  -13 | 3 | -13 | -34 | -20 | -4 | -20 | 6 | -26 | -1 | -19
CC(C)NC(=O)CN(Cc1ccccc1)S(=O)(=O)c1ccccc1
  -1 | -7 | -14 | -11 | 11 | 8 | 6 | -10 | 6 | -2 | -9
COc1ccc2[nH]c(C(=O)NCc3ccccc3)c(C)c2c1
  -2 | 8 | -11 | -22 | -15 | 19 | -46 | 4 | -65 | -23 | 0
O=C(CNS(=O)(=O)N1CCOCC1)N/N=C/c1cccnc1
  -5 | -8 | 0 | 6 | -1 | 2 | 2 | -11 | -9 | 4 | -26
Cc1ccc(OCc2cc(C(=O)N3CCN(C4CCCC4)CC3)no2)cc1C
  -2 | 4 | -4 | -11 | -30 | 8 | -10 | -1 | -8 | -19 | 0
Cc1cc2c(n1-c1ccc(C(N)=O)cc1)CC(C)(C)CC2=O
  -7 | -1 | 18 | 9 | -5 | 42 | 10 | -7 | 16 | 9 | 18
CC1(C(=O)NCc2ccco2)Cc2c(-c3ccc(C(N)=O)cc3)ccnc2O1 (stereo unspecified)
  -11 | / | 23 | 1 | 8 | 7 | -1 | -6 | -31 | / | 17
CCOC(=O)c1ccc(NC(=O)CSc2nnc(Cn3c(=O)sc4ccccc43)n2C)cc1
  2 | 1 | 7 | -3 | -8 | 4 | -18 | 4 | 2 | 1 | 13
O=C(OCc1ccco1)c1cccnc1
  -19 | -5 | 7 | 28 | 6 | -5 | 7 | 8 | 7 | 7 | 7
O=C(CSc1nc2c(c(=O)n1-c1ccc(Cl)cc1)SCC2)NCC1CCCO1 (stereo unspecified)
  -1 | 4 | -14 | -17 | 6 | -8 | 22 | -1 | -9 | -1 | 15
Cc1cc(CN2CCCC(C(=O)Nc3cccc(-n4cccn4)c3)C2)cc(C)c1O (stereo unspecified)
  20 | -1 | 18 | 8 | 4 | 19 | 10 | -8 | 20 | 2 | 8
Cc1nn(CC(=O)N2CCN(S(=O)(=O)c3ccccc3)CC2)c(C)c1[N+](=O)[O-]
  7 | 3 | 11 | 4 | 8 | -3 | 13 | -7 | -5 | 4 | 9
COc1cccc2cc(C(=O)NCc3ccc(C)cc3)c(=N)oc12
  -18 | -8 | 24 | -5 | -21 | -1 | 14 | -4 | -31 | -13 | 9
O=C1C(Cl)=C(O)C2(Cl)C(Cl)=C(Cl)C12Cl (stereo unspecified)
  -8 | 0 | 1 | 7 | 2 | 1 | 1 | -13 | -20 | -3 | -10
Cc1c(NS(=O)(=O)c2cccc(C(=O)OCC(=O)N(C)C3CCCCC3)c2)c(=O)n(-c2ccccc2)n1C
  21 | 4 | -13 | 5 | -19 | -5 | 15 | 9 | -14 | 5 | 6
CCc1ccccc1NC(=O)CNC(=O)CCC(=O)c1cc(C)sc1C
  7 | -3 | -11 | -9 | -3 | 0 | 2 | -9 | -7 | 0 | 14

Not all compounds are listed, so the mix of outcomes need not match the whole.
